Screening results deposited in PubChem BioAssay by Broad Institute.
CFTR F508del cor = CFTR F508del correction in bronchial cells | CFBE cells, YFP halide quenching; stimulated with forskolin plus potentiator P3; % fluorescence drop versus neutral controls | activity (quench increase), % at 7.58 µM | hit rate 0.36% among 350,000;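 active = mean added fluorescence quench of at least 8% versus neutral control, with both replicates also reaching 8%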;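 note: cells transiently co-express mutant CFTR-F508del with the halide-sensitive YFP; corrector assay measuring rescue of mutant channel to the surface after 24 h compound exposure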
INS-1E GSIS act = primary screen for activators of insulin secretion dependent on glucose, INS-1E cells, GLuc reporter luminescence | INS-1E GLuc reporter insulin secretion, 2-3 h | activation, % at 16.6 µM | hit rate 0.61% among 370,000 | AID 743287;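 active = lowest replicate activation of at least 40%, so every replicate reaches that level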;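 note: 0% = median of neutral control wells and 100% = median of IBMX positive control wells; some compounds called inactive have numbers as strong as hits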
RAD52 inh = blocks human RAD52 DNA annealing | P43351 | inhibition, % at 18.7 µM | hit rate 0.46% among 360,000 | recombinant RAD52 DNA annealing, FRET fluorescence;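 active = every replicate showing at least 50% inhibition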
ARNT TACC3 PPI = disrupts binding between human ARNT and TACC3; hit rate 0.66% among 390,000; inhibition, % at 9.99 µM; Q9Y6A5; AlphaScreen His-ARNT PAS-B/GST-TACC3 binding, luminescence; TACC3 fragment carries E629A point mutation;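 active = mean inhibition of replicates at least 50% and at least half of replicates each reaching 50%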;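 note: 0% = complete ARNT plus TACC3 wells and 100% = ARNT alone without TACC3; many hits fall short of the cut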
ERAP1 inh = blocks human ERAP1 aminopeptidase activity | Q9NZ08 | recombinant ERAP1, Leu-AMC fluorescence, 60 min | inhibition, % at 10.7 µM | hit rate 0.15% among 340,000 | AID 652197;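 active = mean replicate inhibition of at least 30%, or all replicates individually reaching that 30% level; inactive = mean below 30% and not every replicate reaching it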;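 note: 0% = neutral control wells and 100% = L-leucinethiol positive control wells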
Target sequence (Q9NZ08 whole entry, looked up): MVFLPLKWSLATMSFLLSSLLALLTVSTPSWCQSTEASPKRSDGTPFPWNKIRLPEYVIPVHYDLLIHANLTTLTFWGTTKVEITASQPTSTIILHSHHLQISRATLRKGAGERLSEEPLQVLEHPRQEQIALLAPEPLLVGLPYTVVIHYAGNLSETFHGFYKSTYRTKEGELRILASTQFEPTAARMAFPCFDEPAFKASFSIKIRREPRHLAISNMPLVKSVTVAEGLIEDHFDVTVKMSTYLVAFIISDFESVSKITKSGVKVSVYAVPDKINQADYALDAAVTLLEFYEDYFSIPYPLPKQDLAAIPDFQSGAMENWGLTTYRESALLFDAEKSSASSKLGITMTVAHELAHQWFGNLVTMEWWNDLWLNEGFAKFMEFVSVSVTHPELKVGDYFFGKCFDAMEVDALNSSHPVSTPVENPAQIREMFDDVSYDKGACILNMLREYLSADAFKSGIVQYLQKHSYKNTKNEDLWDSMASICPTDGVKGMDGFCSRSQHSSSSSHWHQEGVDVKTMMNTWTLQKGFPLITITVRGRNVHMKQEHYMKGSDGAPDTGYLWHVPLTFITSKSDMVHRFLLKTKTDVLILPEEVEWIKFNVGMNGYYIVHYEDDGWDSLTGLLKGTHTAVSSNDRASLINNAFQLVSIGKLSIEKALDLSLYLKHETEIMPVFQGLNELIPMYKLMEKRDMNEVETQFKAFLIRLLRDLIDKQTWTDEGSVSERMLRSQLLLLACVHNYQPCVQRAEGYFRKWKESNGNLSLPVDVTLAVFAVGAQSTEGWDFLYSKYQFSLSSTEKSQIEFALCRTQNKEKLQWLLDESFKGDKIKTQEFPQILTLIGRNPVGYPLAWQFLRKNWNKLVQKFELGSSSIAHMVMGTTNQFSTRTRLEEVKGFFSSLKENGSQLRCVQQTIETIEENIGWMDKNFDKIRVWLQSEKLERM
esBAF inh = inhibitors of esBAF chromatin remodeling in mouse ES cells | Bmi1-luciferase knock-in reporter, 24 h; 100% = twice the neutral-well signal | reporter increase, % at 12.5 µM | hit rate 2% among 350,000; in the data active = activation above about 40%;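 note: 0% = median of the plate's neutral control wells and 100% = double that signal; a rise in the Bmi1 reporter signal indicates esBAF inhibition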
RAD54 branch = RAD54 (human) branch migration inhibition | hit rate 0.14% among 360,000 | AID 602329 | RAD54 Holliday junction branch migration, FAM/BHQ fluorescence | inhibition, % at 10.4 µM;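 active = mean normalized replicate activity at least 40 and at least half of replicates scoring 40 or more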;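 note: 0% = median of neutral control wells and 100% = median of positive control wells; inhibitors cause a drop in the FAM fluorescence signal; in these data hits start at about 50%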
XiGFP reactiv = activators of X-chromosome reactivation in mouse fibroblasts; hit rate 0.055% among 360,000; activation, % at 7.58 µM; XiGFP mouse fibroblasts, % GFP-positive cells imaging, 3 d; cells co-treated with 5-aza-dC sensitizer; scaled so ellipticine positive control = 100%;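 active = mean normalized replicate activation at least 10% and every replicate at or above 10%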;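 note: 0% = median of on-plate neutral control wells and 100% = ellipticine 6 µM median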
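Assay system: SV40-immortalized XiGFP fibroblast cells, line 68-5-11; buffer or medium: DMEM plus 5-aza-dC sensitizer; compound: one concentration, pinned; timing: compounds 3 days, fix/stain 15 min at room temperature; benchmarks: positive control ellipticine, 6 µM final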
Active calls of the source: *; . = not tested or not shown.

SMILES	CFTR F508del cor	INS-1E GSIS act	RAD52 inh	ARNT TACC3 PPI	ERAP1 inh	esBAF inh	RAD54 branch	XiGFP reactiv
COc1cc(OC)c2c(c1)O/C(=C\c1ccccc1)C2=O	1.6	-7	-16	.	4	58*	6	0.4
Cc1cccc(C)c1NC(=O)C1(C)CSCC(=O)N1C1CCN(Cc2ccccc2)CC1 (centres undefined)	-1.6	.	-18	.	-1	.	.	0.2
COc1ccccc1-c1nn(-c2ccccc2)cc1C(=O)N1CCc2ccccc2C1	0.4	-40	-5	7	2	-5	7	0.4
COc1ccc(NC(=O)C2Cc3c(-c4ccccc4Oc4ccccc4)ccnc3O2)cc1OC (centres undefined)	-0.6	.	-13	.	-1	0	-8	0.5
CC(NC(=O)c1ccccc1NC(=O)CSc1nnnn1C)c1ccccc1 (centres undefined)	.	12	.	-2	.	-5	1	.
Cc1ccc(C)c(-n2ccnc2SCC(=O)Nc2cccc(S(=O)(=O)NC3=NCCC3)c2)c1	0.8	.	-6	8	0	-1	4	0.2
Cc1ccc(NC(=O)C2C3CCC(O3)C2C(=O)O)c(Br)c1 (centres undefined)	2.5	-36	-5	0	-2	4	-5	0.1
CCn1c(=O)c(C(=O)Nc2ccc(C)cc2)c(O)c2ccccc21	-0.2	6	-13	-5	-2	22	-7	0.1
C=C[C@@H]1c2ccccc2N(S(=O)(=O)c2ccc(C)cc2)[C@H](c2ccccc2)C1(C#N)C#N	-4.2	2	-18	-5	2	1	-8	-0.1
CC(C)C(=O)Nc1ccc(NC(=O)c2cccc3c(Br)cccc23)cc1	-0.9	0	-11	-10	2	-1	4	0.0
c1ccc(Cn2ncc3ccccc32)cc1	-0.6	3	1	-22	-2	1	0	.
CCc1cccc(Nc2cc(C)nc3nc(C)nn23)c1	0.9	10	-11	.	0	-32	-10	0.2
COc1ccc(CN(C)C[C@H]2Oc3c(NS(=O)(=O)c4ccccc4)cccc3C(=O)N([C@H](C)CO)C[C@@H]2C)cc1	-2.8	5	1	30	-4	19	-17	-0.1
O=S(=O)(c1cccs1)N1CCCCN2[C@H](C1)[C@@H](c1ccc(Br)cc1)[C@@H]2CO	1.3	10	-45	-5	-3	-3	-8	0.2
COc1ccc(S(=O)(=O)N2CCCCN3[C@H](CO)[C@H](c4ccc(-c5cccnc5)cc4)[C@@H]3C2)cc1	-1.8	-1	-24	12	0	.	1	0.1
COCC(=O)N(C)C[C@H]1Oc2ncc(C#CC3(O)CCCC3)cc2C(=O)N([C@H](C)CO)C[C@@H]1C	-1.8	-12	0	35	-3	-1	6	-0.2
COc1ccc(C2/C=C\CNCC(=O)N2Cc2ccc(F)cc2)cc1 (centres undefined)	2.0	2	-45	-11	1	-4	11	0.0
CCC1(CC)C(=O)C2=C3C1[C@H](C(=O)OC)C=C(C(=O)OC)C[C@H]3n1c(=O)n(-c3ccccc3)c(=O)n1[C@H]2C (some centres undefined)	1.0	.	-12	.	3	0	-16	0.1
O=C(N/N=C/c1ccc(OC2CSC2)cc1)c1ccc(CN2CCOCC2)cc1	-1.3	-16	1	.	0	.	.	0.0
CC1(C(=O)NS(=O)(=O)c2ccc(C#N)cc2)CCN1C(=O)Cc1cc(F)ccc1F (centres undefined)	0.4	.	-14	.	-2	-7	-1	0.3
O=C(C[C@H]1CC[C@H](NS(=O)(=O)c2ccccc2)[C@H](CO)O1)NCCN1CCCCC1	-2.7	18	2	4	-2	-3	4	2.1
COc1ccccc1CCNC(=O)C1CCN(c2nnc(C)c3c(C)n(-c4ccc(C)cc4)nc23)CC1	3.5	-2	-49	-1	1	-7	-19	0.1
Cc1noc(NC(=O)c2c(-c3c(Cl)cccc3Cl)noc2C)c1[N+](=O)[O-]	-1.7	-33	1	.	5	.	7	-0.1
CCCCc1nnc(NC(=O)C2CC(=O)N(Cc3ccccc3)C2)s1 (centres undefined)	4.4	-16	-5	-3	-2	-1	-1	0.0
O=C(NC1Cc2ccccc2C1)[C@H]1[C@H](CO)[C@H]2Cn3c(ccc(-c4ccccc4)c3=O)[C@@H]1N2	-4.7	-6	-5	22	4	-1	-15	0.0
CO[C@H](CN(C)C(=O)c1cnccn1)[C@@H](C)CN([C@@H](C)CO)S(=O)(=O)c1ccc(Cl)cc1	-0.4	-11	-2	-1	1	4	-2	-0.1
CCC(=O)NNc1nc2c(Cl)cccc2s1	-1.1	6	-4	.	0	.	.	-0.1
O=C(CNC(=O)c1nc[nH]c1C(=O)NCc1ccccc1)OCc1ccccc1	-3.0	.	-10	4	6	-7	-2	0.2
C[C@H]1CN([C@@H](C)CO)C(=O)Cc2cc(NS(=O)(=O)c3ccc(F)cc3)ccc2O[C@H]1CN(C)C(=O)Nc1ccc(F)cc1	-2.1	-7	4	-11	-3	-6	-7	0.1
CC(=O)N(Cc1ccc(F)cc1)c1cccc(C)c1C	1.5	1	-8	.	4	.	.	0.0
O=S(=O)(c1ccccc1)[C@@]1(c2ccc(Br)cc2)C[C@@H]2ON=C(c3ccccc3)[C@@H]2C1	0.7	7	1	-4	-1	-10	1	0.0
C/C(=N/NS(=O)(=O)c1cccc([N+](=O)[O-])c1)c1c[nH]c2ccccc12	-3.1	16	-22	0	-1	-1	14	0.2
COC(=O)c1ccc(NC(=S)N2CCN(CCO)CC2)cc1	1.2	11	-11	5	-4	0	-8	0.2
Cc1nc(NC(=S)NC(=O)c2ccccc2)sc1C(=O)N(C)C	.	7	.	19	.	31	0	.
CC=Cc1ccc2n(c1=O)C[C@@H]1[C@@H](CO)[C@H](C(=O)NCc3ccccc3)N(Cc3cncnc3)[C@H]21 (mixture of isomers)	1.1	8	-37	4	0	-2	-13	0.2
Cc1ccc(Cn2ncc3c(NCCN(C)C)ncnc32)cc1	2.2	26	-14	0	-1	-10	.	-0.1
Cc1ccc(OCC(=O)NCC2CCCO2)c(C)c1 (centres undefined)	0.8	-1	-4	-7	-6	.	.	0.0
Cc1ccc(CCNC(=O)C2CCN(S(=O)(=O)c3ccc4c(c3)CCC(=O)N4)CC2)cc1	-3.0	-2	-23	-3	0	0	-6	0.2
COc1ccc(CN2CC3(CCN(C(=O)C4CC4)CC3)c3c(n(C)c4cc(OC)ccc34)[C@H]2CO)cc1	-3.5	-29	-149	.	1	.	.	0.3
CC(C)n1ncc2c(C(=O)Nc3ccc(S(N)(=O)=O)cc3)cc(C3CC3)nc21	2.5	52	-13	3	0	0	2	0.2
Cc1cccc(-c2ccc([C@@H]3[C@H](CO)N4CCCCN(Cc5ccncc5)C[C@@H]34)cc2)c1	-0.6	-5	-3	10	1	.	-1	0.3
CO[C@H]1CN(C)C(=O)c2cc(NS(=O)(=O)c3ccc(F)cc3)ccc2OC[C@@H](C)NC[C@@H]1C	-1.3	4	-12	-4	-1	1	1	-0.2
Cc1noc(C)c1S(=O)(=O)Nc1ccc2c(c1)CC(=O)N([C@@H](C)CO)C[C@@H](C)[C@H](CN(C)C)O2	-3.8	-3	7	2	-3	-1	-12	-0.5
CCOc1ccccc1NS(=O)(=O)c1cn(C)nc1C	2.1	0	-13	16	1	.	.	0.0
Clc1ccccc1Nc1c2c(nc3ncnn13)CCC2	.	35	.	-33	.	-10	-1	.
CCOC(=O)Cc1csc(NC(=O)CSc2nccn2C)n1	0.4	17	-7	-21	-3	-8	-4	0.1
O=C(CC1C(=O)NCCN1Cc1ccc(F)cc1)NCCCn1cccn1 (centres undefined)	-1.2	-1	-27	-8	-1	-7	9	0.0
COc1ccc2nc(SC(C)C(=O)NCC(=O)Nc3ccc(F)c(F)c3F)[nH]c2c1 (centres undefined)	-5.2	-14	-5	4	-2	9	-7	-0.1
C[C@@H]1CCCCO[C@@H](CN(C)C(=O)Cc2ccccc2)[C@@H](C)CN([C@H](C)CO)C(=O)c2cc(NC(=O)Cc3ccccc3)ccc2O1	-1.1	-6	-4	-8	-3	-9	-1	0.5
Nc1ccc(C(=O)Nc2cccc(N)c2)cc1	2.1	-3	-23	-11	0	29	1	0.0
O=C(CCc1nnc2ccc(NCc3ccco3)nn12)N1CCN(c2ccc(F)cc2)CC1	-0.1	-13	-10	0	-4	-5	0	0.1
COCC#Cc1cnc2c(c1)C(=O)N([C@H](C)CO)C[C@H](C)[C@@H](CN(C)C(=O)c1ccc(F)cc1)O2	1.2	10	-2	-4	1	-3	6	-0.2
CCCNC(=O)C[C@@H]1CC[C@@H]2[C@H](COc3ccc(NC(=O)Cc4cccs4)cc3C(=O)N2C)O1	1.4	-8	.	-3	.	3	6	0.2
CC(C)C[C@@H](CN1CCC[C@@H]1CN1C(=O)C(=O)NC[C@@H]1Cc1ccccc1)N1C[C@H](Cc2ccccc2)N(CC2CCCCC2)C(=O)C1=O	1.4	-20	0	.	4	.	.	0.0
CC(=O)N1[C@@H]2Cn3c(cccc3=O)[C@H]1[C@@H](C(=O)N1CCc3ccccc3C1)[C@@H]2CO	-1.7	1	-4	15	1	-1	8	0.8
C=C(C)C(=O)NNc1ccccc1	-3.4	5	-19	-5	-4	.	.	0.0
Cc1cc(C)c2cc(CN(CCO)C(=O)NC3CCCCC3)c(=O)[nH]c2c1	1.4	0	-19	-12	-1	3	-4	0.3
COc1ccccc1N1CCN(C(=O)c2c(-c3ccccc3Cl)noc2C)CC1	.	7	.	-4	.	-4	-9	.
CC(=O)N1[C@H](CO)[C@H](c2ccccc2)C12CN(C(=O)Nc1ccccc1F)C2	3.8	3	-16	.	-1	.	.	0.1
CCN(CC)c1ccc(S(=O)(=O)N2CCOCC2)cc1NC(=O)CN1CCc2ccccc2C1	-1.4	-8	-6	.	7	.	.	0.0

Of the compounds above, 2 contain a cyano group.
SMILES	CFTR F508del cor	INS-1E GSIS act	RAD52 inh	ARNT TACC3 PPI	ERAP1 inh	esBAF inh	RAD54 branch	XiGFP reactiv
C=C[C@@H]1c2ccccc2N(S(=O)(=O)c2ccc(C)cc2)[C@H](c2ccccc2)C1(C#N)C#N	-4.2	2	-18	-5	2	1	-8	-0.1
CC1(C(=O)NS(=O)(=O)c2ccc(C#N)cc2)CCN1C(=O)Cc1cc(F)ccc1F (centres undefined)	0.4	.	-14	.	-2	-7	-1	0.3

Going on with the list:
SMILES	CFTR F508del cor	INS-1E GSIS act	RAD52 inh	ARNT TACC3 PPI	ERAP1 inh	esBAF inh	RAD54 branch	XiGFP reactiv
CCOC(=O)C1(Cc2cccc(F)c2)CCN(CC2CC2)CC1	2.4	-17	-15	-4	-2	-14	2	0.0
Cc1ccc2[nH]c(=O)c(CNS(=O)(=O)c3ccccc3)c(-c3ccccc3)c2c1	.	-10	.	0	.	5	10	-0.1
Cc1noc(C)c1NC(=O)Nc1cccc2c1O[C@H](CN(C)Cc1ccc(Cl)c(Cl)c1)[C@H](C)CN([C@H](C)CO)C2=O	-4.7	-10	0	1	0	1	-7	-0.6
COc1ccccc1Nc1ccc(C(=O)O)cc1[N+](=O)[O-]	1.6	-39	-22	0	2	.	.	0.6
CCOC(=O)c1cc(-c2nnc(-c3cc(OC)c(OC)c(OC)c3)o2)c(C)nc1C	.	13	.	-1	.	-3	5	.
CCCN(CCC)C(=O)CSc1nc2ccccc2c(=O)n1CC1COc2ccccc2O1 (centres undefined)	.	.	4	6	2	-11	-3	.
O=C(NCCCc1nc2ccccc2[nH]1)c1ccco1	1.0	26	-4	29	3	-3	-8	0.0
Cc1cc(C)c(NC(=O)CSc2nc(=O)n(CCN3CCOCC3)c3c2CCCC3)c(C)c1	-4.9	1	-1	-1	1	-2	6	0.0
C#CCN(CC(=O)OCC)S(=O)(=O)CCNC1CC1	-1.1	1	-14	.	-4	1	-5	0.5
COc1ccc(OC)c(C(=O)c2ccc(C(=O)c3cc(OC)ccc3OC)cc2)c1	-0.5	17	8	-4	-3	-3	3	.
